Statin myotox sup: suppressors of statin myotoxicity in C2C12 myotubes, primary screen, cell-based, single point, plate reader. C2C12 myotubes + simvastatin, ATP luminescence, 48 h; scaled: DMSO 0, geranylgeraniol control 100. rescue of ATP level, % at 7.49 µM. hit rate 0.78% among 330,000;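 active = mean ATP rescue above about 67%, or every replicate alone reaching that limit, limit read from the data, passing the limit was not always enough; inconclusive = no clear call, values can overlap the other calls; inactive = mean under the limit and some replicate under it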;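 also: myotubes were challenged with 10 µM simvastatin during compound exposure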
esBAF inh: Bmi1 luciferase reporter increase in mESCs, primary screen, esBAF inhibitor project, mouse ES cells, Bmi1 luciferase knock-in, single point. hit rate 2% among 350,000. reporter increase, % at 12.5 µM. 24 h; 100% = twice the neutral-well signal; in the data active = activation above about 40%; inconclusive = no clear call, values can overlap the other calls;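 also: 0% = median of the plate's neutral control wells and 100% = double that signal; a rise in the Bmi1 reporter signal indicates esBAF inhibition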
S100A4 inh HTS: inhibitors of S100A4-myosin IIA peptide binding, primary screen, biochemical, fluorescence polarization, TAMRA-MyoIIA peptide; Protein S100-A4 (Homo sapiens), P26447; inhibition, % at 10.7 µM; hit rate 0.14% among 360,000;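 active = mean inhibition of at least 70% across replicates, with every replicate also reaching that level; inconclusive = mean inhibition reaches 70% but some replicates fall short; inactive = mean inhibition below 70%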
Target sequence (P26447 whole entry, looked up): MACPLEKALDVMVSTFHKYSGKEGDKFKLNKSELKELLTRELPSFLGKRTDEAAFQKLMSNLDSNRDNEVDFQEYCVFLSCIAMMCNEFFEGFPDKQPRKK
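Test system: S100A4 monomer protein. Medium: HEPES buffer with Ca2+, pH 7.2. Reagent: fluorescent myosin IIA peptide, 5 nM. Compound dosing: single-point compound testing. Timing: 5 min between mix addition and reading. Benchmarks: DMSO neutral and TFP positive wells.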
FN deposition inh: inhibitors of fibronectin matrix deposition, primary screen, AH1F cells, Alexa488-fibronectin fluorescence, plate reader. hit rate 0.086% among 350,000. AH1F fibroblasts, overnight. inhibition, % at 12.6 µM;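 active = mean inhibition across replicates of 30% or more, regardless of how many single replicates reach that level; inconclusive = mean under 30% yet at least half of replicates reach 30%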;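 also: positive control wells lacked labelled fibronectin entirely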
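Material: AH1F fibroblast monolayer depositing Alexa488-labelled fibronectin into matrix / Amount: 10000 AH1F cells per well / Signal: fluorescence 485/525 nm / Medium: DMEM, 2% serum / Compound: single dose, pinned / Incubation: 1 h cell adhesion before compound, then overnight fibronectin incubation / Reagent: Alexa488-FN, 24 nM final / Read-out: inhibition of fibronectin deposition signal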
SIRT5 inh: SIRT5 desuccinylase inhibitors, primary screen, biochemical, fluorescence imaging, single point, set 5; NAD-dependent protein deacylase sirtuin-5, mitochondrial (Homo sapiens), Q9NXA8; Purified SirT5, succinyl-peptide AMC, trypsin-coupled fluorescence; inhibition, % at 15 µM; hit rate 1.1% among 330,000; AID 652115, 2013; in the data active = inhibition above about 15%; inconclusive = no clear call, values can overlap the other calls
Target sequence (Q9NXA8 whole entry, looked up): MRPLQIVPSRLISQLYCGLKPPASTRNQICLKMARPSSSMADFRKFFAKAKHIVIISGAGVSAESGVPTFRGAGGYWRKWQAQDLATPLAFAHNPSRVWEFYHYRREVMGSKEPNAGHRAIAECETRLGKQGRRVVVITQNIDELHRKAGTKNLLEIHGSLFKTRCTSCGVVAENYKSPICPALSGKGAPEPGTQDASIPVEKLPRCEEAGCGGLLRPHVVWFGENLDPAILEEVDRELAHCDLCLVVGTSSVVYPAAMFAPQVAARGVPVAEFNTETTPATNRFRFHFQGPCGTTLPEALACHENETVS
LGR2 antag: inhibitors of bursicon-induced LGR2 CRE-luciferase signal, primary screen, cell-based, HEK293, CRE-luciferase reporter, bursicon stimulation. bursicon-stimulated, 4 h. Drosophila bursicon receptor LGR2 (rickets). hit rate 0.35% among 380,000. inhibition, % at 9.99 µM;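 active = drop in luminescence signal, shown as inhibition above about 50% in the replicate tests, limit read from the data, passing the limit was not always enough; inconclusive = probably only some replicates passing the limit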;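 also: agonist challenge used bursicon conditioned medium at about half maximal strength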
Casp6 inh: human caspase-6 inhibitors, primary screen, biochemical, VEID-R110 fluorescence, single point, set 2; purified caspase-6, Z-VEID-R110 cleavage fluorescence; inhibition, % at 12.5 µM; hit rate 0.53% among 350,000; AID 686996, 2013;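 active = mean inhibition across replicates at least about 35%, with every replicate also reaching that limit, limit read from the data; inconclusive = only one of the two criteria met; inactive = neither criterion met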;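 also: 0% = median of neutral control wells and 100% = no fluorescence left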
Target sequence (P55212 24-179 limits assumed): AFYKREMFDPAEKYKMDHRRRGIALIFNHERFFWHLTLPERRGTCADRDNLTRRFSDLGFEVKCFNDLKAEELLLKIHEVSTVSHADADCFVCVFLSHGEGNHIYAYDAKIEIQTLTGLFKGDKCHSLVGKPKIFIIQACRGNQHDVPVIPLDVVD
Target sequence (P55212 194-293 limits assumed): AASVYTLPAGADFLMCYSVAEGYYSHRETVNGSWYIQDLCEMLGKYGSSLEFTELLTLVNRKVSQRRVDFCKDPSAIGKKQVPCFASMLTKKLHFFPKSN
Starred values were filed as active, the others as inactive; ? = inconclusive; nt = not tested or not shown; & = joins results of further samples. A portion of the library; rates above refer to the full screens.

SMILES	esBAF inh	S100A4 inh HTS	Statin myotox sup	SIRT5 inh	LGR2 antag	Casp6 inh	FN deposition inh
COc1ccccc1C=NNC(=O)C(=O)NN=Cc1ccccc1OC	-4	-2	0	nt	-24	-3	-4
C[C@H](CO)N1C[C@H](C)[C@@H](CN(C)Cc2ccc(Cl)c(Cl)c2)Oc2ccc(NC(=O)NC3CCCCC3)cc2CC1=O	3	-2	?	0	16	0	nt
CCn1c(=S)sc2c(=O)n(CC(=O)Nc3cc(OC)ccc3OC)c(C)nc21	-1	-4	-4	-3	-16	1	2
CCOC(=O)C1=C(C)Nc2ncnn2C1c1ccc2c(c1)OCO2 (configuration not stated)	5	0	22	-2	6	6	nt
Nc1n[nH]c(C2CC2)c1N=Nc1ccc(Cl)cc1	nt	6	nt	-1	-12	-1	1
COCCn1c(SCC(=O)NCC2CCCO2)nc2c(c1=O)SC(C)C2 (configuration not stated)	-2	7	15	1	nt	-1	-1
CCn1c(SCc2ccccc2)nnc1-c1cccs1	11	nt	-22	nt	nt	nt	-5
COc1cccc(C(=O)Nc2ccc3c(c2)C(=O)N(C)C[C@@H](OC)[C@H](C)CN(C(C)=O)[C@@H](C)CO3)c1	6	4	-1	-1	3	0	13
COc1ccc(-c2cn3cc(C)ccc3n2)cc1Br	nt	-1	nt	-2	nt	-4	-2
CCN(CC)C(=O)CSc1nc2sc3c(c2c(=O)n1-c1ccc(C)cc1)CC(C)(C)SC3	-4	nt	-14	nt	nt	nt	1
CC(O)C(NS(=O)(=O)c1ccc(Cl)cc1)C(=O)OCCOc1ccc(F)cc1 (configuration not stated)	-1	1	-7	nt	5	3	-28
CN1/C(=C\C=C(C#N)C#N)C(C)(C)c2ccccc21	-6	160*	-7	0	-3	-9	-10
CC(=O)Nc1ccc(S(=O)(=O)Nc2cccc(-n3c(C)nc4ccccc4c3=O)c2)cc1	-3	0	7	-3	-12	3	-4
CCOCCOC(=O)COc1ccc2c(=O)c(Oc3ccc(OC)cc3)coc2c1	-9	-4	-3	0	4	-3	1
C[C@@H]1CN([C@@H](C)CO)C(=O)c2cc(-c3cccc(F)c3)cnc2O[C@H]1CN(C)Cc1ccccn1	-4	12	2	-2	16	-2	nt
COCC(=O)Nc1ccc2c(c1)[C@@H]1C[C@H](CC(=O)N3CCc4ccccc4C3)O[C@@H](CO)[C@@H]1O2	-4	3	4	0	3	0	nt
O=C(NCCCN1CCOCC1)c1onc(CSc2ccccc2)c1C(=O)NCCCN1CCOCC1	-8	nt	-2	nt	4	nt	4
Cc1ccc(S(=O)(=O)/C(C#N)=C/c2c(N3CCOCC3)nc3c(C)cccn3c2=O)cc1	nt	-8	nt	1	4	-5	-1
[N-]=[N+]=NCc1ccccc1C[C@@]1(C(=O)N2CCCCC2)N=C(c2ccc(OCCCO)cc2)O[C@@H]1c1ccccc1	nt	-5	nt	7	nt	7	nt
CCOC(=O)c1c(NC(=O)CN(C)C)sc(C(=O)N(CC)CC)c1C	-5	nt	-10	nt	nt	nt	-1
O=C(CC1C(=O)NCCN1Cc1c(F)cccc1Cl)NCCCn1cccn1 (configuration not stated)	4	19	1	1	-6	-2	2
O=c1c2sc3ccccc3c2[nH]c(=S)n1CCN1CCOCC1	nt	3	nt	1	-1	7	-13
O=C(CCC(=O)n1ncc2ccccc21)N1CCCCC1	-1	-1	1	-1	-26	0	-5
CC(C)NCC(O)(c1ccc(Cl)cc1)c1ccc(Cl)cc1	nt	7	nt	-2	-21	1	nt
CCN(C[C@H]1N[C@@](Cc2ccccc2)(C(=O)OC)[C@H]2C(=O)N(C)C(=O)[C@@H]12)C(=O)COc1ccccc1	-4	-1	-8	nt	0	0	3
CCOc1cc(C(C(=O)NCC2CCCO2)N(C(=O)Cn2nnc3ccccc32)c2ccccc2OC)ccc1O (configuration not stated)	7	15	-3	0	9	-1	-2
O=C(Cn1c(=O)oc2cc(S(=O)(=O)N3CCCC3)ccc21)NCc1ccc(F)cc1	1	6	5	-2	-11	-2	-10
NC(=O)C1(Nc2ccccc2)CCCC1	-3	-1	5	-1	nt	1	2
CCc1cccc(NC(=O)C2CC2c2ccccc2)c1 (configuration not stated)	7	0	7	-2	4	-2	-1
Cc1cc(C(=O)OCC(=O)Nc2ccc(F)c(F)c2)c(C)o1	4	nt	3	nt	nt	nt	-7
CO[C@H]1CN(C)C(=O)c2cc(NC(C)=O)ccc2OC[C@@H](C)N(C(=O)C2CC2)C[C@@H]1C	-3	-4	-1	1	-4	-1	-6
C[C@H]1CN([C@@H](C)CO)C(=O)c2cccc(NC(=O)c3ccncc3)c2O[C@H]1CN(C)Cc1ccc(C(=O)Nc2ccccc2N)cc1	nt	6	nt	nt	3	2	nt
Cc1ccc(SCc2nc(N)nc(Nc3ccccc3C)n2)c(C)c1	10	11	2	2	0	-5	10
CCCn1c(CNC(=O)Cc2ccccc2)nc2ccccc21	-1	nt	4	nt	nt	nt	-1
O=C(c1ccccn1)N1CC2(C1)[C@@H](c1ccccc1)[C@@H](CO)N2C(=O)C1CCCC1	nt	-52	nt	-3	-5	-2	3
CCc1ccc(NC(=O)C(C)OC(=O)C2CCC(=O)N2)cc1 (configuration not stated)	nt	4	nt	0	-18	1	-4

Random excerpt: 2 compounds from above, in no set order.
SMILES	esBAF inh	S100A4 inh HTS	Statin myotox sup	SIRT5 inh	LGR2 antag	Casp6 inh	FN deposition inh
Cc1cc(C(=O)OCC(=O)Nc2ccc(F)c(F)c2)c(C)o1	4	nt	3	nt	nt	nt	-7
O=C(c1ccccn1)N1CC2(C1)[C@@H](c1ccccc1)[C@@H](CO)N2C(=O)C1CCCC1	nt	-52	nt	-3	-5	-2	3

The listing continues.
SMILES	esBAF inh	S100A4 inh HTS	Statin myotox sup	SIRT5 inh	LGR2 antag	Casp6 inh	FN deposition inh
CN1CCCN(C(=O)c2cc3c(s2)CCCC3)CC1	-7	1	-8	-5	-4	-10	nt
Cn1nc(-c2ccccc2)nc1-c1ccccc1	?	-5	-4	nt	-39	2	-2
CCN1CCN(Cc2ccc(NC(=O)c3ccc(C)c(NC(=O)c4nccn4C)c3)cc2C(F)(F)F)CC1	-6	0	-8	nt	1	-8	1
C[C@@H]1CN([C@H](C)CO)S(=O)(=O)c2ccc(C#Cc3ccccc3)cc2O[C@@H]1CN(C)C(=O)CN(C)C	1&-2&-4	-6&-6&-4	2&2&-28	-10&-3&-2	4&7	-5&1&-1	-2&6
C[C@H]1CN([C@@H](C)CO)C(=O)Cc2cc(NS(=O)(=O)c3cn(C)cn3)ccc2O[C@@H]1CN(C)Cc1ccc(Cl)c(Cl)c1	-4	-4	16	nt	0	3	nt
COc1cccc(CN2C(=NC(=O)CCC3CCCC3)SC3CS(=O)(=O)CC32)c1 (configuration not stated)	-6	-5	3	4	-3	-2	-13
CSCC(=O)NC1CCCc2c1cnn2-c1ccc(C)c(C)c1 (configuration not stated)	23	-4	12	0	-6	0	5
O=C(C[C@@H]1C[C@H]2c3cc(NC(=O)Nc4ccccc4F)ccc3O[C@H]2[C@H](CO)O1)NCc1cc(F)ccc1F	14	14	9	6	24	1	1
COc1ccccc1NC(=O)c1cc(-c2ccc(OC)c(OC)c2)nc2ccccc12	7	5	-15	-3	1	-2	2
COCc1cc(=O)[nH]c(SCC(=O)N2CCOCC2)n1	-12	-2	-3	1	5	8	nt
Cc1ccc(S(=O)(=O)N2CCN(Cc3nc4sc5c(c4c(=O)[nH]3)CCCC5)CC2)cc1	nt	0	nt	2	0	6	-3
O=C(O)c1ccc2c(=O)n3c(nc2c1)/C(=C/c1ccc(OC(F)F)cc1OC(F)F)CC3	0	0	1	8	-4	-1	5
Cc1ccc(N2C(=O)C3C4C=CC(CNC(=S)N5CCN(c6ccccc6)CC5)(O4)C3C2=O)cc1 (configuration not stated)	0	-2	-8	-3	0	1	6
Cc1ccc(S(=O)(=O)N2CCCCC2)cc1NC(=O)CSc1ncccn1	0	11	-4	3	1	3	-11
Cc1ccccc1Oc1nc2c(c(=O)n(C)c(=O)n2C)n1C	-3	15	-12	-2	3	-2	2
CO[C@@H]1CN(C)C(=O)c2ccc(NC(=O)c3ccno3)cc2OC[C@@H](C)NC[C@@H]1C	nt	-56	nt	2	5	-3	-11
CC(C)COc1cccc(C(=O)Nc2ccc(S(=O)(=O)N3CCOCC3)cc2)c1	-9	2	-10	nt	16	3	2
COc1ccc(C(=O)C2CCCN(S(=O)(=O)N(C)C)C2)c(C)c1 (configuration not stated)	-3	-5	2	-1	-5	-4	0
O=C(COC(=O)/C=C/c1cccc(Br)c1)NC1CCCC1	-4	-3	-1	-2	nt	-2	0
NCC[C@H]1CC[C@@H](NC(=O)c2ccccc2F)[C@@H](CO)O1	1	-4	-3	-11	-4	7	1&3
C[C@@H]1CN([C@@H](C)CO)C(=O)c2cc(-c3cncnc3)cnc2O[C@@H]1CN(C)CC1CCOCC1	-1	14	30	1	-4	1	-11
O=C(Cc1c(O)c2ccccc2[nH]c1=O)NCc1ccccc1F	2	nt	60	nt	-21	nt	nt
COc1ccc(-c2[nH]ncc2CN2CCN(c3ccccn3)CC2)c(OC)c1	-1	1	12	-1	-24	4	-5
Cc1ccc(C2c3[nH]c4ccccc4c3C[C@H]3C(=O)N(c4ccccc4C(=O)N4CCC[C@@H]4C(=O)O)C(=O)N23)cc1 (some centres not stated)	1	3	-14	2	-2	6	nt
Cc1cccc(-c2nc(CSCC(=O)N3CCN(c4ccccn4)CC3)c(C)o2)c1	2	nt	5	nt	nt	nt	1
CN1C(=O)c2cc(NC(=O)Cc3cccs3)ccc2OC[C@@H]2O[C@H](CC(=O)NCC3CC3)CC[C@H]21	1	6	-16	2	2	1	0
CN(CC(=O)NC(=O)NC1CCCCC1)CC(=O)Nc1ccccc1C(F)(F)F	5	4	5	nt	6	1	-4
C[C@H]1CCCCO[C@H](CN(C)C(=O)c2ccncc2)[C@@H](C)CN([C@@H](C)CO)C(=O)c2cc(NC(=O)CCC(F)(F)F)ccc2O1	0	nt	nt	nt	-11	nt	-2
COCCNc1oc(Cc2cccc3ccccc23)nc1C#N	-2	-3	23	9	-19	0	1
CCCNC(=O)C[C@H]1CC[C@@H]2[C@H](COc3ccc(NC(=O)NCCC)cc3C(=O)N2C)O1	nt	-11	nt	0	7	0	4
Cc1cccc(N2CCN(C(=O)c3cccc(N4CCCC4=O)c3)CC2)c1C	4	-1	-2	-1	1	6	0
Cc1ccc(S(=O)(=O)NCc2ccc(C(=O)NC3CC3)cc2)cc1	nt	2	nt	2	16	0	-1
COc1ccc(S(=O)(=O)N(C)C[C@@H]2OCCCC[C@H](C)Oc3ccc(NC(=O)Cc4ccccc4)cc3C(=O)N([C@@H](C)CO)C[C@H]2C)cc1	0	-10	nt	-1	2	-2	-13
COc1ccc(S(=O)(=O)N2CCN(C(=O)Cc3ccsc3)CC2)cc1	-8	-7	0	-4	16	3	2

Source: PubChem (Broad Institute)
